# PTPN22 act – activators of human LYP (PTPN22) phosphatase; Q9Y2R2; recombinant LYP, DiFMUP fluorescence; 0 = plate median, 100 = signal doubled; activation, % at 2 µM; 96,000 tested, 0.11% active; AID 697;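 active = activation at 2 µM above a set limit, the mean plus 5 SD, cut at about 37% in these data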
# PostGolgi ctrl – inhibits growth of the yeast control strain; efflux-deficient yeast background strain, growth absorbance A615, 16 h; inhibition, % at 10 µM; 98,000 tested, 5% active
# HIV Rev-RRE inh – HIV Rev-RRE protein-RNA interaction inhibition. P05866. Rev peptide-RRE RNA binding, FRET. 97,000 tested, 0.79% active. inhibition, % at 8 µM. AID 704;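 active = inhibition above the screen-wide mean plus 3 SD, cut at about 35% in these data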;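 note: 0% = median DMSO wells and 100% = median Neomycin B control wells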
# Target sequence (P05866 whole entry, looked up): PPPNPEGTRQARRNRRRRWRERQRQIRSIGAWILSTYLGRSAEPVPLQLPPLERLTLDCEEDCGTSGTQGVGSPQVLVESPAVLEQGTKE
#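 Test system: labelled RRE RNA duplex and labelled Rev peptide. Times: 5 min compound–RNA preincubation, then 15 min with peptide, 25 °C. Doses: single-dose 8 µM. Measured by: FRET, excitation 480 nm, emission 540 nm donor and 671 nm acceptor. Measure: % inhibition of FRET ratio versus controls.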
# EphB4 antag – EphB4-ephrin-B2 interaction antagonism; EphB4 LBD / TNYL-RAW-Alexa532 peptide, fluorescence polarization; 97,000 tested, 0.15% active; inhibition, % at 7 µM; AID 720;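 active = inhibition above the screen-wide mean inhibition plus 3 SD, cut at about 15% in these data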;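 note: 0% = DMSO wells and 100% = excess unlabeled TNYL-RAW peptide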
# PostGolgi yeast – growth inhibition of a yeast mutant, post-Golgi transport screen. post-Golgi transport phenotypic cell assay. 98,000 tested, 0.9% active. inhibition, % at 10 µM;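 note: yeast cells grown in 1536-well plates; yeast grown about 18 h at 30C before absorbance read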
# S1P2 agonist – agonists of human S1P2 receptor; S1P2-expressing cell line, agonist reporter read-out; activation, % at 4.5 µM; 97,000 tested, 0.46% active; in the data active = activation above about 16%;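 note: 0% = vehicle low control and 100% = maximal reference agonist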
# PTPN22 inh 2 – LYP (human) phosphatase inhibition | Q9Y2R2 | recombinant LYP catalytic domain, DiFMUP fluorescence | inhibition, % at 2 µM | 96,000 tested, 0.21% active;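 active = inhibition at 2 µM at or above a set limit, the screen mean plus 3 SD, cut at about 24% in these data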;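 note: 0% = DMSO with enzyme and 100% = enzyme fully blocked by orthovanadate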
# FAK blocker – inhibitors of human focal adhesion kinase. Q05397. biochemical FAK kinase activity assay. inhibition, %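 (tested at 7 µM)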. 97,000 tested, 0.84% active; in the data active = inhibition above about 19%;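 note: 0% = DMSO and 100% = reference compound high control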
# Target sequence (Q05397 whole entry, looked up): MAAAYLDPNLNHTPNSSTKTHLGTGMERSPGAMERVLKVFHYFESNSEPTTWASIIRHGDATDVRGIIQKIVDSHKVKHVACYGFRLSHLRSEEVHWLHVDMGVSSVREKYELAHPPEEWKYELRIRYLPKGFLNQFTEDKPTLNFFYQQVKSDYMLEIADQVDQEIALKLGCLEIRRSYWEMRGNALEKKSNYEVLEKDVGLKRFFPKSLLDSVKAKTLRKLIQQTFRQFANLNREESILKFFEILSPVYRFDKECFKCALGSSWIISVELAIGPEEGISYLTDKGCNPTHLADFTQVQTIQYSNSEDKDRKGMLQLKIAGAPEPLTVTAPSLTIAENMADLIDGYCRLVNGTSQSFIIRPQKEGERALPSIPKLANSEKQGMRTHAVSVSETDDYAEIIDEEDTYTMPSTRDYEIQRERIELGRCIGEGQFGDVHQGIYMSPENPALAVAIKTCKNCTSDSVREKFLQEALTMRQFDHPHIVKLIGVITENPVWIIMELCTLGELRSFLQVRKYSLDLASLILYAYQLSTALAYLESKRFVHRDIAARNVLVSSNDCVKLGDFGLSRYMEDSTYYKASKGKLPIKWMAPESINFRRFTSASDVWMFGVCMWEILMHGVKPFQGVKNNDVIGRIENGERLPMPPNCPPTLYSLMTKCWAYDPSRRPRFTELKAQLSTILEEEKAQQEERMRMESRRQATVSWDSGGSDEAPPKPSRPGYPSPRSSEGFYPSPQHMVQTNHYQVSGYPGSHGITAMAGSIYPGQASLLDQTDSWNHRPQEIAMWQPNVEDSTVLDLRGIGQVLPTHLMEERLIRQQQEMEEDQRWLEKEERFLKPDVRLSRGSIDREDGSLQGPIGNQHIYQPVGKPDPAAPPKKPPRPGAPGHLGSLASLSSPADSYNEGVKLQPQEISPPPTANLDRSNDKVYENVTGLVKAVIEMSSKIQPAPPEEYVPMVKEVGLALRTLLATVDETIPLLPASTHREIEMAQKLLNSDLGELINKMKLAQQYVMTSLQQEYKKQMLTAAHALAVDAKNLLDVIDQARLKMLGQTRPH
# S1P2 antag – S1P2 (human) receptor antagonism. cell-based S1P2 antagonist assay, inhibition at 5 uM. AID 736. inhibition, % at 5 µM. O95136. 97,000 tested, 0.21% active; in the data active = inhibition above about 45%;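 note: CRE beta-lactamase reporter cells expressing human S1P2 stimulated with S1P; 0% = agonist at EC80 alone and 100% = agonist plus reference antagonist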
# An asterisk follows results filed as active; . = not tested or not shown. Cut-off read from the data, not from the text of the source, unless noted: active = inhibition above about 30%; inactive = the rest.
SMILES,PTPN22 act,PostGolgi ctrl,HIV Rev-RRE inh,EphB4 antag,PostGolgi yeast,S1P2 agonist,PTPN22 inh 2,FAK blocker,S1P2 antag
Cc1nc2ccccc2n1S(=O)(=O)c1ccc(S(=O)(=O)N2CCCCCC2)cc1,1,-1,4,-3,-4,-5,-3,-2,5
COC(=O)c1ccccc1NC(=O)c1cc(-c2ccc(OC)c(OC)c2)on1,-1,.,9,2,.,-4,-2,-1,10
CCCCOC(=O)n1c(SCC(=O)N(C)C)nc2ccccc21,0,11,8,11,3,-2,2,7,-2
O=C(NCCN1CCOCC1)c1ccc([N+](=O)[O-])cc1[N+](=O)[O-],12,1,10,12,12,1,-8,7,15
COCCOC(=O)c1c(C)oc2ccc(NS(=O)(=O)c3ccccc3)cc12,2,14,10,-2,-6,-11,-6,2,-7
COc1ccc(Cl)cc1C(=O)Nc1ccc2c(c1)OCO2,-5,13,6,6,-14,-4,3,9,28
CCCCCCOC(=O)C1=C(C)NC(=O)NC1c1ccc(O)cc1 (stereo not drawn),-11,-18,10,3,9,-3,11,-1,-1
COc1ccc(Nc2ncc(C(=O)N3CCC(C(N)=O)CC3)c3ccccc23)cc1,2,-2,-5,-3,-3,-6,0,2,0
CCC1CCCCN1c1nc(-c2cccc(OC)c2O)nc2ccccc12 (stereo not drawn),-10,41*,4,8,-3,-4,8,3,3
Cc1ccc2c(Cl)cc(Cl)c(OCC(=O)NC(=O)NCc3ccco3)c2n1,0,17,-3,2,2,-1,3,-1,-28
Cc1ccc(S(=O)(=O)/N=C(\CN2CCOCC2)N2CCOCC2)cc1,-1,10,0,-5,8,3,-1,-3,1
CCN(CC)C(=O)c1sc(NC(=O)C(Sc2ccccc2)c2ccccc2)c(C(=O)OC(C)C)c1C (stereo not drawn),1,8,-2,-4,-6,-2,0,1,-19
COc1ccc(-c2noc(CCC(=O)NCC3CCN(Cc4cccc(C)c4)CC3)n2)cc1,13,3,0,-2,-3,-3,-10,-2,7
CC(C)(CNc1ccc([N+](=O)[O-])cc1Cl)CNS(C)(=O)=O,-3,-13,2,-6,-6,-1,6,1,12
Cc1ccc(C(=O)NC(C)c2ccccc2)o1 (stereo not drawn),23,.,2,-1,.,1,-24,2,4
CCOC(=O)COc1ccc2c3c(c(=O)oc2c1C)CCC3,-1,3,0,4,0,-3,2,1,-24
CCCOc1ccc(CC(=O)NNC(=S)Nc2ccccc2)cc1Br,-5,.,2,6,.,-3,4,-1,-5
Cc1cc(=O)oc2cc(Oc3ncccn3)ccc12,10,27,6,-6,-8,-8,-6,-6,-3
Cc1cc(C)c2c(-n3cccc3)n[nH]c2n1,0,0,9,8,-1,-8,5,-2,10
COc1ccccc1N=C(C)C1=C(O)CSC1=O,8,3,5,-4,0,-6,-9,-5,10
CCOC(=O)c1[nH]c(C)c(/C(O)=C2\C(=O)C(=O)N(CCN(C)C)C2c2ccc(C)o2)c1C (stereo not drawn),19,8,5,-9,-5,1,-20,-3,-12
CCOc1ccc(CNc2ncnc(N)n2)cc1,4,-4,9,4,22,-2,-5,0,-29
Cc1cc(C(=O)CN2C(=O)NC(C)(c3cccc(Br)c3)C2=O)c(C)n1Cc1ccco1 (stereo not drawn),20,3,1,-9,-1,36*,-24,-1,-11
CCNC(=O)c1c(NC(C)=O)sc2c1CCCC2,-5,3,9,0,-1,-7,7,0,1
CSc1nnc(-c2ccco2)n1-c1ccccc1,-4,-7,4,0,-6,-11,4,4,-6
# Continued.
SMILES,PTPN22 act,PostGolgi ctrl,HIV Rev-RRE inh,EphB4 antag,PostGolgi yeast,S1P2 agonist,PTPN22 inh 2,FAK blocker,S1P2 antag
O=c1c2c(-c3ccccc3)csc2nc2n1CCC2,-2,5,-2,-8,17,-4,8,-9,5
CC1(C)NC(=O)N(CCSc2ccc(Cl)cc2)C1=O,6,0,2,3,-12,0,-3,0,0
CCOC(=O)n1c(=O)n(Cc2c(Cl)cccc2Cl)c2ccccc21,-8,9,17,-1,7,-8,10,10,11
O=C(NCCNC(=O)c1ccc(Br)o1)c1ccc(Br)o1,-1,1,2,-13,16,-4,-1,-4,4
CCCCCC1CCC(c2ccc(C(N)=O)cc2)CC1 (stereo not drawn),17,-2,6,-5,-6,-7,-14,2,-12
O=c1cc(CSc2nnnn2-c2ccccc2)nc(Nc2ccc(F)cc2)[nH]1,-9,23,18,0,0,-2,11,7,-20
CCc1ccccc1NC(=S)N1CCC(C(=O)c2ccc(F)cc2)CC1,13,2,-5,-5,3,-2,-11,-7,11
Cc1c(Br)c(C(F)(F)F)nn1CC(=O)NCC1CCCO1 (stereo not drawn),3,10,6,5,-5,-4,-6,4,10
CC(=O)Nc1ccc(OC(=O)c2cc([N+](=O)[O-])ccc2Cl)cc1,-1,4,1,10,2,-3,5,4,7
C#CC(C)(CC)NC(=O)c1cc(OC)c(OC)c(OC)c1 (stereo not drawn),-2,-10,3,-1,2,3,0,6,1
CCOC(=O)c1cccc(N/C=C/C(=O)c2ccc(OC)c(OC)c2)c1,19,9,-8,-6,8,0,-14,-4,-21
O=C(CSCc1ccc(Br)cc1)N1CCOCC1,6,-2,4,8,-3,-8,-2,2,-16
O=c1[nH][nH]c(-c2ccccc2)c1C=Nc1ccccc1,-2,9,7,-3,3,-3,6,14,8
CCN(C(=O)COC(=O)c1[nH]c(C)c(C(C)=O)c1C)C1CCS(=O)(=O)C1 (stereo not drawn),0,8,5,0,-9,-5,4,3,-21
Cc1ccc(C)c(S(=O)(=O)NCc2ccncc2)c1,2,-1,6,1,1,-3,-2,-6,5
CCCCC(=O)Nc1nn(CC(C)C)c2nc3ccccc3cc12,8,15,9,-1,-6,-6,-11,2,-12
CC(C)c1cc(C(=O)Nc2sc3c(c2C#N)CCC3)no1,-11,10,8,9,-9,-7,11,0,-9
CC1(C)CC(=O)C(CCCN2C(=O)c3ccccc3C2=O)C(=O)C1,26,7,6,0,-4,-9,-29,-3,19
COc1ccc(S(=O)(=O)N2CCCC(C(=O)NCc3ccccn3)C2)cc1Cl (stereo not drawn),2,2,-1,-6,-6,-2,-2,3,-17
CC1=NN(/C(=N\c2nnc(C)s2)Nc2ccccc2)[C@H](c2ccc(C)cc2)S1,-6,.,5,0,.,-4,5,14,-22
COc1ccc(-c2nnc(SCCC(=O)O)n2-c2ccccc2)cc1,1,-6,9,2,13,-4,1,-1,5
CCn1c(SCC(=O)c2ccccc2)nnc1-c1cc2cc(Br)ccc2o1,-6,-2,8,1,-2,-7,9,-4,5
COc1ccc(NC(=O)c2ccc(C)cc2Cl)c([N+](=O)[O-])c1,-3,9,7,0,0,-2,4,0,-10
CC1=NN(C(N)=S)C(=O)C1N=Nc1c(C)cc(C)cc1C (stereo not drawn),-2,32*,5,2,11,-7,2,-2,2
Cn1c(=O)oc2cc(S(=O)(=O)NCCC(=O)N3CCc4ccccc4C3)ccc21,3,3,3,0,-5,-5,-4,1,-20

# Compounds listed so far that contain bromine, in the order listed:
SMILES,PTPN22 act,PostGolgi ctrl,HIV Rev-RRE inh,EphB4 antag,PostGolgi yeast,S1P2 agonist,PTPN22 inh 2,FAK blocker,S1P2 antag
CCCOc1ccc(CC(=O)NNC(=S)Nc2ccccc2)cc1Br,-5,.,2,6,.,-3,4,-1,-5
Cc1cc(C(=O)CN2C(=O)NC(C)(c3cccc(Br)c3)C2=O)c(C)n1Cc1ccco1 (stereo not drawn),20,3,1,-9,-1,36*,-24,-1,-11
O=C(NCCNC(=O)c1ccc(Br)o1)c1ccc(Br)o1,-1,1,2,-13,16,-4,-1,-4,4
Cc1c(Br)c(C(F)(F)F)nn1CC(=O)NCC1CCCO1 (stereo not drawn),3,10,6,5,-5,-4,-6,4,10
O=C(CSCc1ccc(Br)cc1)N1CCOCC1,6,-2,4,8,-3,-8,-2,2,-16
CCn1c(SCC(=O)c2ccccc2)nnc1-c1cc2cc(Br)ccc2o1,-6,-2,8,1,-2,-7,9,-4,5

# (list continues)
SMILES,PTPN22 act,PostGolgi ctrl,HIV Rev-RRE inh,EphB4 antag,PostGolgi yeast,S1P2 agonist,PTPN22 inh 2,FAK blocker,S1P2 antag
COc1ccc(-n2c(SCC(N)=O)nnc2-c2cccnc2)cc1,3,.,1,-11,.,-2,-7,-1,3
COc1ccc(/C=C2\N=C(SC)NC2=O)cc1,1,9,-2,4,14,-2,1,1,2
Cc1ccc(NC(=O)/C(=C/c2ccco2)c2ccccc2)c(C)c1,-10,0,15,9,-1,-5,11,4,-1
Cc1ccccc1-n1cnc2cc(NCc3cccs3)ccc21,-4,12,-3,1,3,-3,6,8,-17
CC1CCN(C(=O)C2CCN(CC(C)c3ccccc3)CC2)CC1 (stereo not drawn),6,.,2,8,.,-2,-6,1,18
O=C1CC(N2CCCc3ccccc32)C(=O)N1c1ccccc1 (stereo not drawn),-4,2,9,3,-2,-4,2,7,19
COc1ccc(N2CC(C(=O)Nc3nccs3)CC2=O)cc1 (stereo not drawn),5,5,-2,-8,6,-3,-5,-5,-5
CCOCCN(C(=O)COC)c1cccc(OC)c1,-2,0,1,-5,-6,1,0,-3,7
COC(=O)/C=c1/sc2nc3ccccc3n2c1=O,6,2,4,-6,22,-1,-10,2,-10
COc1ccc(C2C(C#N)=C(N)Oc3c2sc2nc(C)cc(C)c32)cc1 (stereo not drawn),13,9,15,6,11,1,-9,29*,-37
Cc1cc(=O)[nH]c(Sc2c(-c3ccccc3)c3ccccc3[nH]c2=O)n1,15,-2,5,-2,-6,-5,-16,1,10
CCN(CC)c1nc2ccccc2nc1C(C#N)C(=O)NCCCOC (stereo not drawn),9,26,31,-5,9,6,-10,3,-25
CN(c1ccc(C(=O)Nc2ccccc2C(F)(F)F)cc1)S(C)(=O)=O,-3,2,0,-9,-1,2,2,2,12
CC12CC3(C)CC(C)(C1)CC(NC(=O)N1CCCC1)(C2)C3,0,32*,0,-2,12,-3,3,1,11
CCCCCCCOC1(c2ccccc2)OC(=O)c2ccccc21 (stereo not drawn),0,6,19,-1,10,-5,2,-4,-3
Cc1cc(OCC(=O)Nc2ccc(F)c(F)c2)nc(C(C)C)n1,3,-1,10,4,-4,-7,-4,-3,0
COCCCNC(=O)c1cn(Cc2c(F)cccc2Cl)nn1,8,19,-3,-3,-8,-5,-10,-8,12
O=c1c2[nH]c3ccccc3c2ncn1CCC1=CCCCC1,0,7,7,-7,-5,1,1,8,-13
O=c1[nH][nH]c(C(F)(F)F)c1C=NCc1ccc(Cl)cc1,4,9,0,2,8,-3,-1,3,-11
O=C(CN1CCOCC1)Nc1scc(-c2ccccc2)c1C(=O)N1CCOCC1,8,10,1,-4,-5,-4,-10,0,15
Cc1cc(NC(=O)C(C)C)ncc1NC(=O)c1cccc(F)c1,-2,12,-4,-1,2,1,-1,-5,-2
CC(=O)Nc1ccc(S(=O)(=O)N2CCN(CCCOc3cc(C)ccc3C)CC2)cc1,6,12,11,2,19,-7,-7,0,21
CN(C1CCCCC1)S(=O)(=O)c1ccc2c(c1)c(=O)c(C(=O)N1CCc3ccccc3C1)cn2C,-2,1,9,4,19,-2,1,-3,-18
O=C(c1cc2ncc(Br)cn2n1)N1CCOCC1,0,-5,11,3,1,-4,1,-2,-11
COCc1nc(-c2ccc(-c3ccccc3)nc2OC)no1,-7,-2,14,1,-1,-2,6,4,-10
# (further entries)
SMILES,PTPN22 act,PostGolgi ctrl,HIV Rev-RRE inh,EphB4 antag,PostGolgi yeast,S1P2 agonist,PTPN22 inh 2,FAK blocker,S1P2 antag
O=C(NC1CCCCCC1)C1C2C=CC3(CN(Cc4cccnc4)C(=O)C13)O2 (stereo not drawn),7,12,2,-3,-3,0,-7,1,3
CCOc1ccc(N/C=C/C(=O)c2ccc(OC)cc2)c([N+](=O)[O-])c1,-1,-14,11,3,12,-6,3,7,-4
CN(C)/C=C1/N=C(c2ccccc2)OC1=O,-9,-4,7,-2,-3,-5,12,-1,-1
COc1ccc(NC(=O)CSc2nnc(Cc3cccn3C)n2CCc2ccccc2)c(OC)c1,5,10,6,4,-3,-6,-8,4,17
NC(=O)c1ccc(C(F)(F)F)n(Cc2ccc(Cl)cc2)c1=O,20,20,14,-6,-2,-3,-18,4,-17
Cn1nnnc1SCc1nnc(-c2ccccc2Br)o1,5,-1,0,-1,-2,-7,-3,-1,8
